From PubChem
PfG6PD inh = PfG6PD enzyme inhibitors, primary screen, biochemical, fluorescence intensity, uHTS | glucose-6-phosphate dehydrogenase-6-phosphogluconolactonase (Plasmodium falciparum 3D7) | PfGluPho enzyme, NADPH resazurin-diaphorase fluorescence | inhibition, % at 20 µM | actives 0.78% (n = 350,000);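 active means inhibition reaching at least a set limit at 20 µM in the primary screen, cut at about 59% in these data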;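 further: 0% = DMSO wells with substrate and 100% = DMSO wells lacking glucose-6-phosphate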
SENP8 inh = human SENP8 protease inhibitors, primary screen, biochemical, fluorescence, Nedd8 protein substrate, uHTS; Sentrin-specific protease 8 (Homo sapiens), Q96LD8; recombinant SENP8; inhibition, % at 20 µM; actives 0.64% (n = 360,000); in the data active means inhibition mostly above about 40%, no sharp cut-off; inactive means mostly below about 27%
Target sequence (Q96LD8 whole entry, looked up): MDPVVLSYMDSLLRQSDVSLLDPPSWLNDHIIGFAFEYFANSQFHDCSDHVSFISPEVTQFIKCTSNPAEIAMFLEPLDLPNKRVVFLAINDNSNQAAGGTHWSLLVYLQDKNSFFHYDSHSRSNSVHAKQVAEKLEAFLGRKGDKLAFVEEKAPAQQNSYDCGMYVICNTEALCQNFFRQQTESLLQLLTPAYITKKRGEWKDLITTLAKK
MPTP block = mitochondrial permeability transition pore inhibitors, primary screen, biochemical, isolated mouse mitochondria, absorbance; AID 602449, 2012; Ca2+ swelling absorbance, 30 min; inhibition, % at 10 µM; actives 1.4% (n = 360,000);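 active means inhibition of 50% or more, scaled per plate between neutral and stimulator controls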;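 further: 0% = DMSO wells given calcium and 100% = 1 mM EGTA wells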
The depositor's hits bear a star; i = inactive.

SMILES	PfG6PD inh	SENP8 inh	MPTP block
CSc1ncnc2c1ncn2CCCNCc1ccc2c(c1)OCO2	-21	23	-0.5
CC1(C)CC(NC(=O)c2ccc(F)cc2)CC(C)(C)N1	1	17	0.2
CC(C)(C)OC(=O)N1CCN(C(=O)c2ncn3c2c(=O)[nH]c2ccccc23)CC1	9	-47	-1.7
CC1=C(C(=O)N(C)C)CC(CC(=O)NCCc2ccccn2)C(=O)N1Cc1ccccc1 (configuration not stated)	2	9	-1.4
CCOC(=O)c1csc(-c2csc(CCNC(=O)c3ccccc3)n2)n1	-10	17	-0.6
CCOC(=O)CCCCCC(=O)Nc1ccc2c(c1)C(=O)N([C@H](C)CO)C[C@H](C)[C@@H](CN(C)C(=O)Nc1ccccc1)OCCCC[C@@H](C)O2	14	8	0.1
O=C(Cn1sc2ccccc2c1=O)Nc1ccccc1	122*	-16	4.8
CC(C)(C)c1ccc(OCCCC(=O)Nc2nnc(C3CC3)s2)cc1	-13	13	0.5
CCOC(=O)C1(c2ccccc2)SC(C(=O)OCC)(c2ccccc2)S1 (configuration not stated)	-147	36	-2.6
CCN(Cc1ccccc1)C(=O)c1cccs1	-10	12	-0.9
CC(C)OC(=O)N(C)C[C@@H]1OCc2cn(nn2)CCCC(=O)N([C@@H](C)CO)C[C@H]1C	-3	6	-1.9
CCOc1ccc(NS(=O)(=O)c2ccc(C(=O)NCC3CCCO3)cc2)cc1 (configuration not stated)	10	16	0.1
O=C(O)c1ccc(NC(=O)C2CCN(S(=O)(=O)c3ccc4c(c3)OCCO4)CC2)cc1	0	29	-0.8
CC(C)n1ncc2c(C(=O)N3CCN(S(=O)(=O)c4cccc(F)c4)CC3)cc(C3CC3)nc21	-8	16	1.4
C[C@H](CO)N1C[C@H](C)[C@H](CN(C)S(=O)(=O)c2cccs2)OCc2cnnn2CCCC1=O	4	0	-0.1
Nc1nc(N2CCCCC2)c2ncn(C3OC(CO)C(O)C3O)c2n1 (configuration not stated)	-8	7	-0.1
S=c1[nH]nc(NC2CCCCC2)s1	29	17	-1.9
COc1ccc(-c2n[nH]nc2C2=CC(=O)CC(C)(C)C2)cc1	-6	-24	1.2
C/C=C/c1cnc2c(c1)C(=O)N([C@H](C)CO)C[C@H](C)[C@@H](CN(C)C(=O)CN1CCOCC1)O2	-8	12	-0.8
COC(=O)C1=C(C)NC(=O)NC1c1ccc(OC)c(OC)c1 (configuration not stated)	-10	10	0.0
C=C1C(=O)N(C)CCC1C(CC)C(=O)OC (configuration not stated)	3	4	0.5
CCc1cccc(NC(=O)c2cc(S(=O)(=O)N3CCCCC3)ccc2N2CCOCC2)c1	15	5	-0.1
CC(C)(C)c1ccc(C(=O)NCCC(=O)NCc2ccc(F)cc2)cc1	4	9	0.9
COc1cc(/C=C/C(=O)O)cc(S(=O)(=O)Nc2cc(S(=O)(=O)N3CCCCC3)ccc2Cl)c1OC	6	-2	1.0
C[C@H](O)[C@@H]1C(=O)N2CCc3c([nH]c4ccccc34)[C@@H]2C[C@@H]1N(C)S(=O)(=O)c1ccccc1	12	-419	-4.7
CCOc1ccc(C(=O)CN2C(=O)NC3(CCCc4ccccc43)C2=O)cc1 (configuration not stated)	3	2	-1.0
Cc1ccc(N2CC(C(=O)Nc3cccc(S(=O)(=O)N4CCOCC4)c3)CC2=O)cc1 (configuration not stated)	-12	2	-1.9
O[C@H]1CN(Cc2cccs2)[C@@H](c2ccccc2)C[C@@H]1n1cc(-c2ccc(F)cc2)nn1	26	12	0.9
C[C@H](CO)NC(=O)c1[nH]cnc1C(=O)Nc1ccc(CNC(=O)OC(C)(C)C)cc1	-1	14	-0.1
CC1C(=O)N(Cc2cn(CCC3OCCCO3)nn2)CCS(=O)(=O)N1Cc1ccc(-c2cccc(CO)c2)cc1 (configuration not stated)	14	2	-0.2
CC(=O)Nc1ccc(C=C(C#N)c2ccc(C)cc2)cc1	7	-140	0.5
CCOc1ccc(/C=N/NC(=O)c2ccc3nc[nH]c3c2)cc1OC	5	-232	1.0
COc1ccc(CN(C)CCCn2cnc3c(SC)ncnc32)cc1OC	-13	-2	-1.4
Cc1ccc2c(c1)C=CC(C#N)N2C(=O)Oc1ccccc1 (configuration not stated)	-6	-77	1.4
CCCCCNC(=O)c1ccc(NC(=O)CC2SC(N3CCCC3)=NC2=O)cc1 (configuration not stated)	-3	20	0.7
Cc1ccc(S(=O)(=O)N2C[C@H]3n4c(=O)ccc(=O)n4C[C@H](OC(=O)NCc4ccccc4F)[C@@]3(O)C2)cc1	11	15	-1.8
CCCNC(=O)C[C@@H]1C[C@H]2c3cc(NC(=O)c4ccc5c(c4)OCO5)ccc3O[C@H]2[C@@H](CO)O1	-10	-1	-0.9
Cc1noc(C)c1NC(=O)N(C)C[C@H]1OCc2cnnn2CCCC(=O)N([C@@H](C)CO)C[C@H]1C	15	8	0.4
Cc1ccc(-c2ccccc2C2=CC(=O)CC(C)(C)C2=O)cc1	20	18	-0.7
Cc1ccc([C@H]2C[C@@H](n3cc(C4CC4)nn3)[C@H](O)CN2Cc2cccs2)cc1	1	13	-0.8

Part of the list above in order of heavy-atom count, low to high.
SMILES	PfG6PD inh	SENP8 inh	MPTP block
S=c1[nH]nc(NC2CCCCC2)s1	29	17	-1.9
C=C1C(=O)N(C)CCC1C(CC)C(=O)OC (configuration not stated)	3	4	0.5
CC(=O)Nc1ccc(C=C(C#N)c2ccc(C)cc2)cc1	7	-140	0.5
COC(=O)C1=C(C)NC(=O)NC1c1ccc(OC)c(OC)c1 (configuration not stated)	-10	10	0.0
Cc1ccc(-c2ccccc2C2=CC(=O)CC(C)(C)C2=O)cc1	20	18	-0.7
CCOc1ccc(/C=N/NC(=O)c2ccc3nc[nH]c3c2)cc1OC	5	-232	1.0
CC(C)(C)c1ccc(C(=O)NCCC(=O)NCc2ccc(F)cc2)cc1	4	9	0.9
COc1ccc(CN(C)CCCn2cnc3c(SC)ncnc32)cc1OC	-13	-2	-1.4
Cc1ccc([C@H]2C[C@@H](n3cc(C4CC4)nn3)[C@H](O)CN2Cc2cccs2)cc1	1	13	-0.8
CCCCCNC(=O)c1ccc(NC(=O)CC2SC(N3CCCC3)=NC2=O)cc1 (configuration not stated)	-3	20	0.7
C[C@H](CO)NC(=O)c1[nH]cnc1C(=O)Nc1ccc(CNC(=O)OC(C)(C)C)cc1	-1	14	-0.1
O[C@H]1CN(Cc2cccs2)[C@@H](c2ccccc2)C[C@@H]1n1cc(-c2ccc(F)cc2)nn1	26	12	0.9
CCc1cccc(NC(=O)c2cc(S(=O)(=O)N3CCCCC3)ccc2N2CCOCC2)c1	15	5	-0.1
C/C=C/c1cnc2c(c1)C(=O)N([C@H](C)CO)C[C@H](C)[C@@H](CN(C)C(=O)CN1CCOCC1)O2	-8	12	-0.8
CCCNC(=O)C[C@@H]1C[C@H]2c3cc(NC(=O)c4ccc5c(c4)OCO5)ccc3O[C@H]2[C@@H](CO)O1	-10	-1	-0.9
COc1cc(/C=C/C(=O)O)cc(S(=O)(=O)Nc2cc(S(=O)(=O)N3CCCCC3)ccc2Cl)c1OC	6	-2	1.0
Cc1ccc(S(=O)(=O)N2C[C@H]3n4c(=O)ccc(=O)n4C[C@H](OC(=O)NCc4ccccc4F)[C@@]3(O)C2)cc1	11	15	-1.8
CC1C(=O)N(Cc2cn(CCC3OCCCO3)nn2)CCS(=O)(=O)N1Cc1ccc(-c2cccc(CO)c2)cc1 (configuration not stated)	14	2	-0.2

Next section.
SMILES	PfG6PD inh	SENP8 inh	MPTP block
CCOc1ccccc1OCCCC(=O)N1CCN(S(=O)(=O)c2ccccc2C#N)CC1	-4	12	0.7
COc1ccc(CN2C(=O)C(CC(=O)NCC3CCCCC3)CC(C(=O)N(C(C)C)C(C)C)=C2C)cc1 (configuration not stated)	-13	-4	0.7
CSc1ncnc2c1ncn2CCCN[C@H](C)c1cccc2ccccc12	3	5	-0.4
O=C(CS(=O)(=O)c1ccc(Cl)cc1)Nc1nccs1	-17	-9	-0.8
CN(CC(=O)Nc1cccc(F)c1)C(=O)Cc1ccsc1	7	-5	-0.1
CN(C(=O)C1CC1)c1ccccc1	-7	14	0.5
CCCCN1C(=O)C(CC(=O)NCCCCc2ccccc2)CC(C(=O)N(C)C)=C1C (configuration not stated)	-8	6	-1.4
COc1ccc(C(=O)NCC2CCCO2)cc1S(=O)(=O)NCc1ccc(Cl)cc1 (configuration not stated)	-18	6	0.4
O=C(COC(=O)c1cc(S(=O)(=O)N2CCCCC2)ccc1N1CCOCC1)c1ccccc1Cl	24	14	-0.8
O=C(Nc1ccc(C(=O)O)cc1)/C(=C\c1ccc2c(c1)OCO2)NC(=O)c1ccccc1Cl	-7	i	-0.2
Cc1ccc(S(=O)(=O)N2CCOCC2)cc1NC(=O)c1ccncc1	-1	11	0.1
O=c1c(=O)n(CCO)n(CCO)c(=O)n1CCO	-22	14	-0.7
Cc1nnc(N2C(=O)C(=O)/C(=C(/O)c3ccc4c(c3)OCCO4)C2c2cccc([N+](=O)[O-])c2)s1 (configuration not stated)	-11	17	-1.1
C[C@@H]1CCCCO[C@H](CN(C)Cc2ccc3c(c2)OCO3)[C@H](C)CN([C@@H](C)CO)C(=O)c2cc(NC(=O)c3ccccc3)ccc2O1	2	-2	-0.3
COc1ccc(NC(=O)N(C)C[C@@H]2OCc3cn(nn3)CCCC(=O)N([C@H](C)CO)C[C@H]2C)cc1	9	4	1.2
CCOc1ccc2ccccc2c1CNCCCN1CCOCC1	2	7	-1.9
Cc1ccsc1C(=O)OCC(=O)NC1CCCCC1	-16	15	0.2
CC(=O)Cn1cnc2c(cnn2-c2ccc(F)cc2)c1=O	1	2	-1.0
CC1CC(C)(C)CC2(C1)NC(=O)N(CC(=O)Nc1ccc3c(c1)OCO3)C2=O (configuration not stated)	4	1	-1.3
Cc1ccc(S(=O)(=O)N2C[C@H]3n4c(=O)ccc(=O)n4C[C@H](OC(=O)NC4CCCC4)[C@@]3(O)C2)cc1	-5	16	0.2
C[C@@H]1CCCCO[C@@H](CN(C)Cc2ccccc2)[C@@H](C)CN([C@H](C)CO)C(=O)c2cc(NC(=O)Nc3cccc4ccccc34)ccc2O1	25	-98	-1.2
CCc1ccc(/C=C2\SC(=S)N(CCCC(=O)N3CCCC3)C2=O)cc1	16	21	2.2
CSc1nnc2sc3cc(C)ccc3n12	7	22	1.3
Cc1[nH]nc2c(=S)[nH]c(=O)[nH]c12	14	13	-0.9
COc1cc(/C=C2\C(=O)N(c3cccc(C(=O)O)c3)N=C2C)ccc1OCc1ccccc1	-2	35	-2.4
Cn1c(CCN2CCCC2)nc2cc(NS(=O)(=O)c3ccc(F)cc3)ccc21	1	6	-0.4
COc1ccc(CNC(=O)c2ccc(CS(=O)(=O)c3ccc(OC)cc3)o2)cc1	-6	10	0.2
O=C(COC(=O)/C=C/c1ccc(Cl)cc1)NC1CCS(=O)(=O)C1 (configuration not stated)	2	18	0.8
CCCCCCN1C[C@@H](n2cc(-c3ccc(F)cc3)nn2)[C@H](O)C[C@@H]1c1ccc(OC)cc1	32	4	0.8
Cc1cccc(CC(=O)NCCS(=O)(=O)N2CCN(c3ccccc3)CC2)c1	-10	18	0.7
CCC(=NNS(=O)(=O)c1ccc(C)cc1)c1ccc(OC)c(C)c1	-15	16	1.0
COc1ccc(NC(=O)C2CC(=O)N(c3ccccc3F)C2)cc1S(=O)(=O)N1CCCCC1 (configuration not stated)	-13	9	-0.9
C[C@H]1CN([C@@H](C)CO)C(=O)c2cc(Br)cnc2O[C@H]1CN(C)C(=O)C1CCC1	-11	5	-3.6
C[C@H]1CN([C@@H](C)CO)C(=O)CCCn2nncc2CO[C@H]1CN(C)C(=O)Nc1cccc(Oc2ccccn2)c1	-11	2	0.6
O=C(CNC(=O)N1CC(=O)Nc2ccccc21)NCCCc1ccccc1	-7	-8	-1.1
CCN(CC)C(=O)C1=C(C)N(Cc2ccc(OC)cc2)C(=O)C(CC(=O)NCCc2ccccn2)C1 (configuration not stated)	-15	3	-1.5
O=C1COC(c2ccccc2O)=NN1CCCl	-5	13	-0.6
COc1ccc(C(=O)OCC(=O)c2ccco2)cc1[N+](=O)[O-]	-13	7	1.5

Some of the compounds tested. The share of hits here may be higher or lower than overall.
